Bioassay records from PubChem.
STAT1 inh = reduces IFN-gamma driven STAT1 reporter signal. AID 920. hit rate 0.35% among 200,000. inhibition, % at 5.5 µM. NIH 3T3 STAT1-luciferase reporter, luminescence;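 active means inhibition above a set limit, the mean inhibition across all tested compounds plus 3 SD, cut at about 34% in these data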;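 further: 0% = IFN-gamma with DMSO and 100% = IFN-gamma with 300 µM nifuroxazide; values of inactives mirror those of a sister screen read the other way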
STAT3 inh = reduces IL-6 driven STAT3 reporter signal; U3A cells, IL-6 STAT3-luciferase reporter, luminescence; host cell line lacks STAT1; inhibition, % at 5.5 µM; hit rate 0.89% among 190,000; AID 862;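 active means inhibition above the mean inhibition across all screened compounds plus 3 SD, cut at about 44% in these data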;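 further: 0% = DMSO only wells and 100% = 100 µM nifuroxazide control wells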
SRC2 TRFRET art = flags TR-FRET format artefacts in PPARgamma SRC-2 recruitment agonist screen; TR-FRET artefact counter-screen; stronger effect = higher value; TR-FRET ratio at 8 µM; hit rate 0.4% among 200,000; in the data active means TR-FRET ratio above about 2000; further: inactives centre near 1500
ROMK mod = modulates human ROMK potassium channel activity | Tet-inducible ROMK, thallium flux fluorescence; actives lie on both sides | B-score at 10 µM | hit rate 2% among 130,000 | AID 1918;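 active means signal ratio slope over the read window, or its plate-corrected B-score, at least 3 SD from the plate mean, either direction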;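 further: B-score of the F/F0 ratio slope over 7 to 12 s after thallium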
TNAP act hi DEA = TNAP (human) activation, high acceptor | purified TNAP, CDP-star luminescence, 1 M DEA, 30 min; stronger effect = higher value; 0 = EDTA background, 1 = DMSO-only activity | activation factor at 20 µM | 200,000 tested, under 10 active;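 active means activation factor at least 2 at 20 µM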
Target sequence (P05186 whole entry, looked up): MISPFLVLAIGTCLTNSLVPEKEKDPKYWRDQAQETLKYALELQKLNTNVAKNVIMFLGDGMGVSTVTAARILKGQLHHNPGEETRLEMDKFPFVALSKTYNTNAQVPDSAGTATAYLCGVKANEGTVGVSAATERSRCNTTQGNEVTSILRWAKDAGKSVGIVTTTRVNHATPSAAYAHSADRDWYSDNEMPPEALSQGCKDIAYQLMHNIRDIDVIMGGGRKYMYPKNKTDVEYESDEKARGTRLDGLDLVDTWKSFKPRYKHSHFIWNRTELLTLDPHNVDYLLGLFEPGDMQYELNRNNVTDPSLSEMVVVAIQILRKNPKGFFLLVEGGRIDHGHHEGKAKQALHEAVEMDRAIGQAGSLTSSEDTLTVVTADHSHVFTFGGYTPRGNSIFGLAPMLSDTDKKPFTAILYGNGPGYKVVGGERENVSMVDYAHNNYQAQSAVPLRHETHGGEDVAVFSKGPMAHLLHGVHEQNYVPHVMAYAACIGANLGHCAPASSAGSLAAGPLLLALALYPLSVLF
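Control set: EDTA negative control, DMSO positive control / Assay system: human TNAP / Quantity: TNAP 1/800 final / Evaluation: TNAP activation factor scaled between EDTA and DMSO control wells / Measured by: luminescent substrate turnover signal / Compound dosing: one dose, 20 µM / Times: 30 min enzyme reaction at room temperature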
PPARg SRC2 recr = promotes SRC-2 coactivator recruitment by human PPARgamma | PPARgamma LBD-SRC-2 recruitment, biochemical | activation, % at 8 µM | hit rate 0.34% among 200,000; in the data active means activation above about 22%;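 further: 0% = vehicle and 100% = reference agonist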
Target sequence (P37231 whole entry, looked up, the tested form may be a part): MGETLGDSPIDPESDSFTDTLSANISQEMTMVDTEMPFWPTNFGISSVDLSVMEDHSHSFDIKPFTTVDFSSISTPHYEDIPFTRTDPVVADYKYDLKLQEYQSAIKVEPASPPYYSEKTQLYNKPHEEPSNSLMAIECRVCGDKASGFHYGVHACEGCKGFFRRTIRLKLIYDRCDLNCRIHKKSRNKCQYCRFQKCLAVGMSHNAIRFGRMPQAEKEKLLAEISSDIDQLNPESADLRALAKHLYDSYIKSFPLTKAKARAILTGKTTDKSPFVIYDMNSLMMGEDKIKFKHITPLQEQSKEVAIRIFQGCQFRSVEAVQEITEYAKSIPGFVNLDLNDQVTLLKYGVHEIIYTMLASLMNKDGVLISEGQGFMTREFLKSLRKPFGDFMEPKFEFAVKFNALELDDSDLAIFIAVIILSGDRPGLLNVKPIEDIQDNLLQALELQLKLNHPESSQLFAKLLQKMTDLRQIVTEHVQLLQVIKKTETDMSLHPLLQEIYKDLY
PPARg SRC-1 ag = promotes SRC-1 coactivator recruitment by human PPARgamma; PPARgamma-SRC-1 coactivator recruitment biochemical assay; activation, % at 8 µM; hit rate 0.41% among 200,000; AID 631; in the data active means activation above about 19%;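 further: 0% = DMSO and 100% = reference agonist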
bIAP activator = intestinal alkaline phosphatase (bovine) activation. hit rate 0.17% among 200,000. purified bovine IAP, CDP-star luminescence, 30 min; stronger effect = higher value; fold of DMSO-control signal, blank-subtracted. AID 1016. activation factor at 20 µM;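 active means activation factor of 2 or more at 20 µM, a signal rise over negative controls twice the positive control's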
PPARg SRC-3 ag = agonists of human PPARgamma SRC-3 coactivator recruitment; P37231; biochemical PPARgamma/SRC-3 coactivator recruitment assay; activation, % at 8 µM; hit rate 0.26% among 200,000; AID 731; in the data active means activation above about 23%;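 further: 0% = DMSO and 100% = reference agonist; some compounds past the cut are filed as inactive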
STAT3 act = increases IL-6 driven STAT3 reporter signal. U3A cells, IL-6 STAT3-luciferase reporter, luminescence; 100% = signal with IL-6 EC80 alone. activation (% of control), % at 5.6 µM. hit rate 0.91% among 190,000;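 active means activation above the screen-wide mean of compound activation plus 3 SD, cut at about 130% in these data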;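 further: 0% = background luminescence of wells with medium and substrate only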
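Assay system – human STAT1-deficient U3A cells with stable STAT3-luciferase reporter · Also added – IL-6 (33 ng/mL) · Schedule – compound 1 h, then IL-6 6 h at 37 °C · Technique – reporter luminescence signal · Evaluation – % activation versus median of IL-6-stimulated wells · Benchmarks – IL-6-only wells as 100% reference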
bIAP inhibitor = blocks bovine intestinal alkaline phosphatase activity; AID 1019; 190,000 tested, under 10 active; inhibition, % at 20 µM; purified bovine IAP, CDP-star luminescence, 30 min;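 active means over 50% inhibition of intestinal alkaline phosphatase at 20 µM in the single-dose screen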
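System: Purified bovine intestinal alkaline phosphatase (IAP) enzyme | Input: IAP diluted 1/65,000,000 in the well | Also added: CDP-star chemiluminescent phosphatase substrate, 30 µM final | Dosing: 20 µM single dose | Times: Enzyme reaction for 30 min at room temperature | Detection: Luminescence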
The depositor's hits bear a star. This is a random part of the collection. Share with any hit: about 3.7%.

`CC(C)OCCCNC(=O)CN1CCN(Cc2ccccc2Cl)C1=O` gave STAT1 inh 0, STAT3 inh 4, SRC2 TRFRET art 1564, ROMK mod -0.094, TNAP act hi DEA 1.1, PPARg SRC2 recr 1, PPARg SRC-1 ag 2, bIAP activator 1.1, PPARg SRC-3 ag 2, STAT3 act 97 and bIAP inhibitor -8.
`COc1ccc(CNC(=O)CSc2nc3[nH]ncc3c(=O)n2-c2ccccc2Br)cc1` gave STAT1 inh 2, STAT3 inh -7, SRC2 TRFRET art 1651, ROMK mod 0.24, TNAP act hi DEA 1, PPARg SRC2 recr 0, PPARg SRC-1 ag 4, bIAP activator 1.2, PPARg SRC-3 ag -5, STAT3 act 107 and bIAP inhibitor -16.
Cn1c(-c2cccc([N+](=O)[O-])c2)cnc1NCc1cccc([N+](=O)[O-])c1 was read as STAT1 inh -11, STAT3 inh 26, SRC2 TRFRET art 1717, ROMK mod -1.5, TNAP act hi DEA 1, PPARg SRC2 recr 10, PPARg SRC-1 ag 9, bIAP activator 0.9, PPARg SRC-3 ag 11, STAT3 act 83 and bIAP inhibitor 11.
`CC(C)CC(=O)NCCNC(=O)c1cc(OCC(F)(F)F)ccc1OCC(F)(F)F` gave STAT1 inh -1, STAT3 inh 2, SRC2 TRFRET art 1586, ROMK mod -0.63, TNAP act hi DEA 1, PPARg SRC2 recr 6, PPARg SRC-1 ag 2, bIAP activator 0.9, PPARg SRC-3 ag -7, STAT3 act 98 and bIAP inhibitor 10.
CC(=O)N1CCN(c2ccccc2NC(=O)c2ccc(C#N)cc2F)CC1 was read as STAT1 inh -4, STAT3 inh -8, SRC2 TRFRET art 1656, ROMK mod 0.63, TNAP act hi DEA 1.1, PPARg SRC2 recr 1, PPARg SRC-1 ag 1, bIAP activator 1, PPARg SRC-3 ag 8, STAT3 act 113 and bIAP inhibitor 4.
`O=c1c(-c2ccco2)[n+]([O-])c2ccccc2n1OCc1ccccn1` gave STAT1 inh 1, STAT3 inh 10, SRC2 TRFRET art 1576, ROMK mod 0.48, TNAP act hi DEA 1, PPARg SRC2 recr 12, PPARg SRC-1 ag 5, bIAP activator 0.9, PPARg SRC-3 ag -9, STAT3 act 93 and bIAP inhibitor 11.
For CCCCNCCOc1ccccc1-c1ccccc1 the results were STAT1 inh 15, STAT3 inh -13, SRC2 TRFRET art 1515, ROMK mod -2.6, TNAP act hi DEA 1, PPARg SRC2 recr 3, PPARg SRC-1 ag 4, bIAP activator 0.9, PPARg SRC-3 ag 4, STAT3 act 108 and bIAP inhibitor 11.
CC1=NN(S(=O)(=O)c2ccc(F)cc2)C(=O)c2ccccc2O1 was read as STAT1 inh 4, STAT3 inh 7, SRC2 TRFRET art 1493, TNAP act hi DEA 1, PPARg SRC2 recr 10, PPARg SRC-1 ag 4, bIAP activator 1.1, PPARg SRC-3 ag 15, STAT3 act 97 and bIAP inhibitor -6.
C=CCn1c(-c2cccnc2Cl)nc2ccccc21 was read as STAT1 inh 8, STAT3 inh 2, SRC2 TRFRET art 1472, ROMK mod -0.19, TNAP act hi DEA 1.1, PPARg SRC2 recr 1, PPARg SRC-1 ag 4, bIAP activator 0.9, PPARg SRC-3 ag 6, STAT3 act 103 and bIAP inhibitor 13.
Screening CC(C)Cn1c(SCC(=O)NCc2ccco2)nnc1-c1ccncc1 returned STAT1 inh -5, STAT3 inh 3, SRC2 TRFRET art 1563, ROMK mod -0.32, TNAP act hi DEA 1.1, PPARg SRC2 recr 5, PPARg SRC-1 ag 9, bIAP activator 1.1, PPARg SRC-3 ag 4, STAT3 act 101 and bIAP inhibitor -7.
`CC1(C)CC(=O)C([N+](=O)[O-])=C(NCCCC(=O)O)C1` gave STAT1 inh 1, STAT3 inh 0, SRC2 TRFRET art 1092, ROMK mod -0.19, TNAP act hi DEA 1, PPARg SRC2 recr 0, PPARg SRC-1 ag -7, bIAP activator 1, PPARg SRC-3 ag -2, STAT3 act 103 and bIAP inhibitor 1.
`O=C(NCCOC(=O)c1cccs1)c1cccnc1` gave STAT1 inh 2, STAT3 inh 4, SRC2 TRFRET art 1308, TNAP act hi DEA 1.1, PPARg SRC2 recr -1, PPARg SRC-1 ag -2, bIAP activator 1, PPARg SRC-3 ag -6, STAT3 act 105 and bIAP inhibitor -2.
For Cc1cccc(NC(=O)Cn2nc([N+](=O)[O-])c(Br)c2C)n1 the results were STAT1 inh 3, STAT3 inh -2, SRC2 TRFRET art 1405, ROMK mod -0.41, TNAP act hi DEA 1, PPARg SRC2 recr 4, PPARg SRC-1 ag -7, bIAP activator 1, PPARg SRC-3 ag 2, STAT3 act 106 and bIAP inhibitor -4.
NNC(=O)/C(=C\c1cccs1)NC(=O)c1ccccc1 was read as STAT1 inh 0, STAT3 inh 1, SRC2 TRFRET art 1738, ROMK mod 0.023, TNAP act hi DEA 1, PPARg SRC2 recr 18, PPARg SRC-1 ag 3, bIAP activator 1.1, PPARg SRC-3 ag 4, STAT3 act 97 and bIAP inhibitor -7.
`O=C(CCCn1c(=S)[nH]c2cc3c(cc2c1=O)OCO3)N1CCc2ccccc2C1` gave STAT1 inh -1, STAT3 inh -14, SRC2 TRFRET art 1567, TNAP act hi DEA 1.1, PPARg SRC2 recr 4, PPARg SRC-1 ag 3, bIAP activator 1, PPARg SRC-3 ag -2, STAT3 act 111 and bIAP inhibitor 1.
For CCOC(=O)CSc1nnc(NC(=O)c2cc([N+](=O)[O-])cc([N+](=O)[O-])c2)s1 the results were STAT1 inh 5, STAT3 inh 7, SRC2 TRFRET art 1633, TNAP act hi DEA 1, PPARg SRC2 recr 1, PPARg SRC-1 ag 14, bIAP activator 1.1, PPARg SRC-3 ag 5, STAT3 act 96 and bIAP inhibitor -6.
Screening Cc1cc(F)ccc1NCC(=O)Nc1ccccc1Br returned STAT1 inh -11, STAT3 inh -5, SRC2 TRFRET art 1531, TNAP act hi DEA 0.9, PPARg SRC2 recr -3, PPARg SRC-1 ag -7, bIAP activator 1, PPARg SRC-3 ag -4, STAT3 act 104 and bIAP inhibitor 1.
For CCc1cccc2c1NC(=O)[C@]21[C@@H]2C(=O)N(Cc3ccccc3)C(=O)[C@@H]2[C@@H]2CCCN21 the results were STAT1 inh 3, STAT3 inh -2, SRC2 TRFRET art 1685, ROMK mod 0.77, TNAP act hi DEA 1, PPARg SRC2 recr 8, PPARg SRC-1 ag 12, bIAP activator 0.9, PPARg SRC-3 ag -4, STAT3 act 104 and bIAP inhibitor 7.
Screening CC(NC(=O)CNC(=O)C(Cc1ccccc1)NC(=O)OCc1ccccc1)C(N)=O (stereo unspecified) returned STAT1 inh 6, STAT3 inh 4, SRC2 TRFRET art 1440, ROMK mod -0.082, TNAP act hi DEA 1, PPARg SRC2 recr -5, PPARg SRC-1 ag -4, bIAP activator 1.2, PPARg SRC-3 ag -3, STAT3 act 100 and bIAP inhibitor -16.
`Cc1oc(-c2ccc(F)cc2)cc1-c1nn2c(-c3ccco3)nnc2s1` gave STAT1 inh -11, STAT3 inh 5, SRC2 TRFRET art 1512, PPARg SRC2 recr 7, PPARg SRC-1 ag -1, PPARg SRC-3 ag 1 and STAT3 act 100.
For Cc1ccc(NC(=O)COc2nc(C)cs2)cc1 the results were STAT1 inh 3, STAT3 inh 0, SRC2 TRFRET art 1669, ROMK mod 0.44, TNAP act hi DEA 1.1, PPARg SRC2 recr 5, PPARg SRC-1 ag 4, bIAP activator 0.9, PPARg SRC-3 ag 9, STAT3 act 102 and bIAP inhibitor 13.
`COC(=O)C1=C(C)NC(=O)CC1c1ccccc1OC` (stereo unspecified) gave STAT1 inh -7, STAT3 inh 10, SRC2 TRFRET art 1520, ROMK mod -0.33, TNAP act hi DEA 1, PPARg SRC2 recr -8, PPARg SRC-1 ag 3, bIAP activator 1, PPARg SRC-3 ag 3, STAT3 act 96 and bIAP inhibitor -5.
CCOC(=O)c1ccc(NS(=O)(=O)c2cc(C)ccc2OC)cc1 was read as STAT1 inh 11, STAT3 inh 26, SRC2 TRFRET art 1590, TNAP act hi DEA 1, PPARg SRC2 recr 9, PPARg SRC-1 ag -1, bIAP activator 1, PPARg SRC-3 ag 10, STAT3 act 82 and bIAP inhibitor -1.
Screening CCOC(=O)CSc1nc2ccc(N3CCOCC3)cc2c(=O)n1Cc1ccccc1 returned STAT1 inh -16, STAT3 inh 5, SRC2 TRFRET art 1597, TNAP act hi DEA 1.1, PPARg SRC2 recr 11, PPARg SRC-1 ag 4, bIAP activator 1.1, PPARg SRC-3 ag 1, STAT3 act 103 and bIAP inhibitor -8.
For Cc1ccccc1-n1nc2c(c1NC(=O)c1c(-c3ccccc3Cl)noc1C)CS(=O)(=O)C2 the results were STAT1 inh 4, STAT3 inh -2, SRC2 TRFRET art 1604, TNAP act hi DEA 1.1, PPARg SRC2 recr 5, PPARg SRC-1 ag 1, bIAP activator 0.9, PPARg SRC-3 ag 7, STAT3 act 105 and bIAP inhibitor 6.
Screening Cc1ccc(S(=O)(=O)N2CCN(C(=O)c3ccccc3)CC2)cc1 returned STAT1 inh 7, STAT3 inh 0, SRC2 TRFRET art 1449, ROMK mod 0.65, TNAP act hi DEA 1, PPARg SRC2 recr 1, PPARg SRC-1 ag 0, bIAP activator 1, PPARg SRC-3 ag 7, STAT3 act 105 and bIAP inhibitor 1.
For O=C(NNc1cccc(Cl)n1)c1ccc(Cl)cc1Cl the results were STAT1 inh -10, STAT3 inh 19, SRC2 TRFRET art 1415, TNAP act hi DEA 1, PPARg SRC2 recr -2, PPARg SRC-1 ag -1, bIAP activator 1.2, PPARg SRC-3 ag 6, STAT3 act 89 and bIAP inhibitor -21.
N#C/C(=C/c1ccccc1[N+](=O)[O-])C(=O)NCc1ccco1 was read as STAT1 inh 17, STAT3 inh 18, SRC2 TRFRET art 1519, ROMK mod -2.4*, TNAP act hi DEA 1.1, PPARg SRC2 recr 10, PPARg SRC-1 ag 6, bIAP activator 0.8, PPARg SRC-3 ag 2, STAT3 act 84 and bIAP inhibitor 19.

Among those listed so far, these have an NH in an aromatic ring.
`COc1ccc(CNC(=O)CSc2nc3[nH]ncc3c(=O)n2-c2ccccc2Br)cc1` gave STAT1 inh 2, STAT3 inh -7, SRC2 TRFRET art 1651, ROMK mod 0.24, TNAP act hi DEA 1, PPARg SRC2 recr 0, PPARg SRC-1 ag 4, bIAP activator 1.2, PPARg SRC-3 ag -5, STAT3 act 107 and bIAP inhibitor -16.
`O=C(CCCn1c(=S)[nH]c2cc3c(cc2c1=O)OCO3)N1CCc2ccccc2C1` gave STAT1 inh -1, STAT3 inh -14, SRC2 TRFRET art 1567, TNAP act hi DEA 1.1, PPARg SRC2 recr 4, PPARg SRC-1 ag 3, bIAP activator 1, PPARg SRC-3 ag -2, STAT3 act 111 and bIAP inhibitor 1.
